From PubChem BioAssay
PMI inhibition: human PMI inhibitors, high substrate, primary screen, biochemical, fluorescence intensity, high mannose 6-phosphate (AID 1220). recombinant PMI enzyme, coupled fluorescence intensity; higher % means a stronger effect. one-dose inhibition, % at 20 µM; IC50 in µM for titrated hits. 0.66% of 190,000 active
RSV antiviral HEp-2: RSV antiviral activity via CPE protection, HEp-2 cells, primary 10 µM value included (AID 2391); HEp-2 cells, RSV-induced CPE inhibition; higher % means a stronger effect; CPE inhibition, % at 10 µM; hits with a dose series show IC50 in µM; 0.13% of 310,000 active; in the data active means a potency from the dose series; inconclusive means CPE inhibition mostly from about 23% at the one dose, without a potency; inactive means the rest, 99 in 100 with CPE inhibition below about 21%; further: strong numbers were not always called active
ER stress rescue: rescue of cells from ER stress-induced death, primary screen, 384-well, CSM14.1, thapsigargin, ATP luminescence (AID 1222); CSM14.1 thapsigargin-induced death rescue, ATP luminescence; higher % means a stronger effect; 190,000 tested, under 10 active; cellular ATP content (survival), % at 20 µM, or EC50 in µM where a hit was titrated;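 active means EC50 below 50 µM in the dose-response confirmation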;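 further: death triggered by thapsigargin at about 15 µM added after 2 h compound pretreatment; cell ATP read after overnight thapsigargin exposure of roughly 18 to 22 hours; normalized against plate controls of thapsigargin alone and 5% DMSO vehicle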
Ins promoter up: insulin promoter activators in MIN6 cells, imaging, high-content screening, mouse beta cells | AID 1625, 2009 | z-score at 5 µM | MIN6 insulin promoter-GFP reporter; stronger effect = higher value | 0.3% of 190,000 active;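 active means z-score above 3 at 5 µM with at least 500 cells counted in the well; inconclusive means wells under 500 cells, flagged as cytotoxic or low count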
TNAP activation fold: human TNAP enzyme activators, primary screen, biochemical, luminescent, no phosphate acceptor, uHTS (AID 1001) | Alkaline phosphatase, tissue-nonspecific isozyme (Homo sapiens) | purified TNAP, luminescent activation assay, no phosphate acceptor; higher activation fold means a stronger effect | one-dose activation fold at 20 µM; EC50 in µM for titrated hits | 0.03% of 200,000 active; in the data active means activation fold from about 3, or a potency from the dose series; inactive means the rest, 99 in 100 with activation fold below about 1.6; further: many of its hits are not listed in these tables
PhoP inhibition: inhibitors of PhoP regulon expression, primary screen, Salmonella Typhimurium, GFP reporter (AID 1863); 0.16% of 300,000 active; S. Typhimurium PhoP-regulated promoter GFP reporter, 4 h; higher % means a stronger effect; one-dose inhibition, % at 50 µM; IC50 in µM for titrated hits;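 active means inhibition over 29.93%, a cutoff 3 SD above the screen mean, later confirmed by dose response; inconclusive means inhibition over 29.93% but no dose response follow-up; inactive means inhibition at most 29.93% or unconfirmed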;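 further: 0% = low Mg2+ inducing control and 100% = high Mg2+ repressing control; strong numbers were not always called active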
SV40 large T antigen: SV40 large T antigen inhibitors, biochemical (AID 1903); SV40 large T antigen ATPase/helicase inhibition assay; higher % means a stronger effect; inhibition, % at 20 µM, or IC50 in µM where a hit was titrated; 0.39% of 310,000 active; in the data active means a potency from the dose series; inconclusive means inhibition mostly from about 32% at the one dose, without a potency; inactive means the rest, 99 in 100 with inhibition below about 32%; further: strong numbers were not always called active
human PMI inhibition: inhibitors of human PMI, primary screen, biochemical, fluorescence intensity, coupled assay (AID 1209) | purified PMI enzyme, coupled fluorescence intensity; higher % means a stronger effect | inhibition, % at 20 µM; hits with a dose series show IC50 in µM | 0.42% of 190,000 active | Mannose-6-phosphate isomerase (Homo sapiens);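 further: plate controls were DMSO vehicle for no effect and wells lacking substrate for full effect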
West Nile virus CPE: West Nile virus antiviral activity, cell-based, CPE readout (AID 1621). CPE inhibition, % at 10 µM; hits with a dose series show IC50 in µM. West Nile virus-infected cells, CPE inhibition; higher % means a stronger effect. 0.02% of 290,000 active; in the data active means a potency from the dose series; inconclusive means CPE inhibition mostly from about 3.7% at the one dose, without a potency; inactive means the rest, 99 in 100 with CPE inhibition below about 2.2%; further: strong numbers were not always called active
Ins promoter up cell count: second read-out of Ins promoter up, no call of its own (marks repeat the call); cell count; measured here: cytotoxicity, nuclei count;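 total cells summed across four imaged fields per well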
Starred values were filed as active, the others as inactive; ? = inconclusive; . = no result given. Unless noted, no stated cut-off is given here; in the data, active means inhibition above about 50%; inactive means the rest. Rows are unselected (roughly 1.5% active in at least one column).

Structure	human PMI inhibition	ER stress rescue	Ins promoter up cell count	West Nile virus CPE	SV40 large T antigen	Ins promoter up	TNAP activation fold	PhoP inhibition	RSV antiviral HEp-2	PMI inhibition
O=C(Nc1ccccc1-c1ccccc1)C1CCC1	11%	-1.1%	1680	0.2%	4%	0.35	1.1	3%	0.6%	8%
O=C(NCCSCc1c(F)cccc1Cl)c1ccc(CN2CCOCC2)cc1	-6%	-2.1%	1224	-0.8%	6%	-0.14	1.1	-1%	6.0%	-3%
CN(C)C=Nc1c(Br)cc(Br)c2nonc12	71%*	-0.6%	.	-0.1%	8%	.	1.1	-15%	8.7%	.
CCCn1c(-c2cc(OC)c(OC)c(OC)c2)nc2c1c(=O)[nH]c(=O)n2Cc1ccccc1	.	.	.	-0.2%	8%	.	.	4%	2.3%	.
CCOc1ccc(-n2ccnc2)nn1	.	.	1001	1.4%	9%	-0.49	.	-7%	1.4%	.
COC(CNC(=O)CNC(=S)N(Cc1ccccc1)Cc1cccnc1)OC	5%	-0.2%	1275	-0.4%	4%	0.32	1.1	7%	0.5%	12%
O=S(=O)(c1ccc(S(=O)(=O)N2CCCC2)cc1)N1CCCCC1	.	.	.	-0.5%	-1%	.	.	1%	2.1%	.
Cc1cccc(NC(=O)NC2CC(=O)N(c3ccc4c(c3)OCCO4)C2)n1 (centres undefined)	-4%	1.1%	1137	-0.4%	27%	-0.34	1	9%	0.8%	-9%
CCCn1c(=O)c2sccc2n2c(CCCC(=O)NCC3CCCO3)nnc12 (centres undefined)	.	.	.	0.4%	6%	.	.	2%	1.0%	.
CNC(=S)NNC(=O)c1ccc(N(C)C)cc1	.	.	1079	0.0%	3%	0.23	.	-2%	43%	.
CCOC(=O)c1cnc2c(C)cc(C)cc2c1Nc1ccc(S(=O)(=O)Nc2ncccn2)cc1	15%	-1.5%	1433	-0.1%	14%	1.7	1	1%	2.8%	35%
O=[N+]([O-])c1ccc(NC2CCN(Cc3ccccc3)CC2)c([N+](=O)[O-])c1	4%	0.2%	1141	-1.2%	10%	-0.94	0.9	2%	0.6%	2%
CC(=O)Nc1ccc(C(=O)CSc2nc3ccc(C)cc3[nH]2)cc1	-17%	0.3%	1303	-0.1%	5%	-0.13	1.3	-10%	0.8%	-24%
CCOC(=O)c1cc(CC)sc1NC(=O)CSc1nc2ccccc2c(=O)n1Cc1ccco1	2%	-1.4%	1257	-0.5%	5%	-0.2	1.2	-4%	3.7%	0%
CCOC(=O)C1=C(C)N=c2s/c(=C\c3ccc(OC(C)=O)c(OCC)c3)c(=O)n2C1/C=C/c1ccccc1 (centres undefined)	8%	-0.1%	1183	-0.1%	17%	-0.1	1	4%	9.8%	11%
c1ccc(Oc2cc(-n3cccn3)ncn2)cc1	7%	-2.7%	848	0.9%	10%	1.8	1.1	0%	0.8%	2%
CC(=O)c1cccc(NS(=O)(=O)c2c(C(=O)N3CCOCC3)c(C)n(C)c2C)c1	.	.	.	1.7%	15%	.	.	2%	1.4%	.
O=C(O)CC12CC3CC(C1)CC(n1ncc(NCc4ccccc4Cl)c(Cl)c1=O)(C3)C2	.	.	1047	1.1%	28%	0.89	.	-4%	0.8%	.
Cc1cc(-n2cnnn2)ccc1C(C)C	8%	.	1082	-0.5%	5%	-0.31	1.1	-4%	18%	5%
O=C(CN1C(=O)c2ccccc2S1(=O)=O)NC(Nc1ccccc1F)C(Cl)(Cl)Cl (centres undefined)	2%	-5.0%	1314	0.1%	7%	0.19	0.9	-5%	-1.6%	-3%

New compounds follow:
Structure	human PMI inhibition	ER stress rescue	Ins promoter up cell count	West Nile virus CPE	SV40 large T antigen	Ins promoter up	TNAP activation fold	PhoP inhibition	RSV antiviral HEp-2	PMI inhibition
O=C(c1ccco1)N1CCN(C(=S)Nc2ccccc2Cl)CC1	.	.	.	-0.9%	6%	.	.	-6%	2.2%	.
O=C(NCCc1ccc(Cl)cc1)C1CCN(S(=O)(=O)c2ccc(-n3cnnn3)cc2)CC1	4%	0.5%	1391	0.5%	-7%	-0.07	1	20%	7.7%	-7%
CN(C)CCOC1c2ccccc2-c2ccccc21	.	.	.	0.0%	5%	.	.	-4%	0.1%	.
COc1ccc(C(C)=O)cc1CN1C(=O)NC2(CCCC2)C1=O	-9%	1.3%	1332	-0.3%	7%	-0.27	1.1	-1%	-0.2%	-7%
Cc1ccc(NC(=O)CN2C(=O)N/C(=C/c3ccccc3OCc3cccc(C(=O)O)c3)C2=O)cc1	.	.	.	1.7%	10%	.	.	-2%	1.5%	.
C/C(=N\NC(=S)Nc1ccc(C)c(C)c1)c1ccc(N2CCOCC2)cc1	20%	-1.0%	1264	-0.5%	11%	0.01	1.1	1%	1.5%	4%
O=C(CN1C(=O)c2ccccc2C1=O)Nc1ccccc1	.	.	.	0.0%	26%	.	.	-4%	1.5%	.
CNC(C)C#Cc1ccc2c(=O)c3cc(C)c(C)cc3oc2c1 (centres undefined)	.	.	.	0.2%	2%	.	.	-2%	?	.
O=C1NCCCC1C(=O)N1CCN(C(=O)c2ccco2)CC1 (centres undefined)	1%	0.5%	1082	-0.4%	25%	0.36	1.2	-1%	-0.7%	9%
O=C(C1CCN(S(=O)(=O)c2cccc3nonc23)CC1)N1CCCCC1	.	.	.	-1.2%	6%	.	.	3%	1.8%	.
COc1ccccc1CN(C)CC(=O)NC1CCCc2ccccc21 (centres undefined)	-3%	.	1242	-1.1%	5%	-0.87	1.1	3%	1.8%	-4%
CCOC(=O)N1CCC(N2C(=O)c3ccccc3C2Nc2cc(C)cc(C)c2)CC1 (centres undefined)	.	.	1176	11%	9%	0.05	.	2%	1.9%	.
CN1C(=O)/C(=C/c2ccc(OCc3ccc(C(=O)O)cc3)c(Cl)c2)NC1=S	.	.	.	0.5%	13%	.	.	0%	3.0%	.
CC(=O)c1nc(-c2ccccc2)sc1C	4%	.	1181	-0.2%	17%	-0.22	1.1	-5%	1.9%	-1%
O=C(NCc1ccccc1)NC(=O)c1ccccc1F	.	.	.	0.9%	7%	.	.	-1%	1.6%	.
CC(NC(=O)CCCC1CCCCC1)c1ccc(S(N)(=O)=O)cc1 (centres undefined)	.	.	.	-0.3%	2%	.	.	3%	3.0%	.
Cc1cc(NC(=O)COc2cccc(Oc3ccccc3)c2)no1	12%	.	1154	0.3%	4%	0.34	1.1	1%	-0.9%	9%
Cc1sc2ncn(CC(=O)OC(C)C)c(=O)c2c1C	4%	2.9%	948	-0.7%	-2%	-0.62	1.2	6%	.	-4%
COc1ccc(-c2ocnc2C(=O)N2CCN(C(=O)C(c3ccccc3)c3ccccc3)CC2)cc1	.	.	.	-1.1%	2%	.	.	8%	1.6%	.
COc1ccc(C(C)NC(=O)c2ccncc2)cc1OC (centres undefined)	.	.	.	-0.2%	6%	.	.	1%	1.6%	.

Three entries already listed, sorted by their value in West Nile virus CPE, descending:
structure	human PMI inhibition	West Nile virus CPE	SV40 large T antigen	TNAP activation fold	PhoP inhibition	RSV antiviral HEp-2	PMI inhibition
Cc1ccc(NC(=O)CN2C(=O)N/C(=C/c3ccccc3OCc3cccc(C(=O)O)c3)C2=O)cc1	.	1.7%	10%	.	-2%	1.5%	.
O=C(NCc1ccccc1)NC(=O)c1ccccc1F	.	0.9%	7%	.	-1%	1.6%	.
CNC(C)C#Cc1ccc2c(=O)c3cc(C)c(C)cc3oc2c1 (centres undefined)	.	0.2%	2%	.	-2%	?	.

The listing continues.
Structure	human PMI inhibition	ER stress rescue	Ins promoter up cell count	West Nile virus CPE	SV40 large T antigen	Ins promoter up	TNAP activation fold	PhoP inhibition	RSV antiviral HEp-2	PMI inhibition
CC(=O)c1cc2c(cc1NS(=O)(=O)c1ccc(F)cc1)OCO2	10%	2.5%	1458	0.1%	-1%	-0.73	1.1	-1%	0.2%	10%
COc1ccc(C2=NOC(C(=O)Nc3cc(C)nn3-c3ccccc3)C2)cc1OC (centres undefined)	-1%	0.1%	.	-0.4%	3%	?	1	-3%	6.7%	-4%
COc1ccc2occ(C(C)=O)c2c1	6%	-0.2%	923	-0.2%	6%	0.54	1	-9%	0.5%	2%
COc1ccccc1-c1nnc2sc(-c3ccc(N(C)C)cc3)nn12	3%	5.7%	797	-1.0%	13%	-1.3	1.3	-5%	5.0%	-4%
CCCN1CCCc2ccccc21	-40%	-1.0%	857	-0.2%	1%	0.94	1.2	4%	13%	-59%
N#Cc1ccc(CSc2nnc(Cc3cccs3)n2Cc2ccco2)cc1	12%	-0.6%	.	-0.1%	4%	.	1.1	15%	1.1%	2%
COc1ccc2oc(/C=C/N(C)C)c(C(=O)c3ccc(Cl)cc3)c2c1	7%	-2.7%	1184	1.1%	10%	0.59	0.9	3%	-3.7%	18%
N#CCCn1nc(-c2ccccc2)c2ccccc2c1=O	.	.	.	-0.8%	-2%	.	.	0%	1.9%	.
CC(=O)N(CCO)Cc1cc2cc(C)cc(C)c2[nH]c1=O	-2%	1.1%	1488	0.2%	-2%	0.5	1	9%	0.7%	1%
NC(=O)c1nn(-c2ccc(Oc3ccccc3)cc2)c(=O)cc1O	-9%	1.8%	1294	0.4%	7%	0.1	1	-6%	0.0%	8%
O=C(NCCS(=O)(=O)c1ccc(Br)cc1)c1ccccc1	.	.	.	-0.5%	11%	.	.	-1%	0.7%	.
CCOc1ccc(S(=O)(=O)N2c3ccccc3CC2C)cc1 (centres undefined)	9%	-1.9%	.	1.7%	1%	?	1	-3%	-0.5%	4%
CCn1cc(C(=O)NCCCOC)c2cc(OC)c(OC)cc2c1=O	-1%	.	1152	0.2%	-1%	1.2	0.9	5%	2.4%	-5%
CC(Nc1ccc(F)cc1F)C(=O)NC(=O)NC1CCCCC1 (centres undefined)	-2%	-1.3%	1276	-1.2%	11%	0.07	1.1	5%	1.5%	1%
COC(=O)NC(NC(=S)Nc1ccc([N+](=O)[O-])cc1)C(Cl)(Cl)Cl (centres undefined)	12%	-2.2%	586	-1.4%	-69%	-0.8	0.7	1%	15%	13%
CCCNc1sc(S(=O)(=O)CCC)nc1S(=O)(=O)c1ccc(C)cc1	3%	0.5%	1628	-0.8%	16%	1.3	1.1	-2%	-0.4%	6%
c1ccc(OCCCCn2cnc3ccccc32)cc1	10%	-1.0%	1164	-0.4%	-1%	0.01	1	6%	5.0%	3%
O=C(/C=C/c1ccccc1Cl)NC1CCS(=O)(=O)C1 (centres undefined)	8%	1.7%	1701	0.6%	.	-0.2	1.1	.	3.2%	5%
CC(Oc1ccc(Br)cc1)C(=O)N1CCC(C(N)=O)CC1 (centres undefined)	-3%	0.7%	1657	0.1%	8%	-0.57	1.1	1%	1.4%	1%
COc1cc(/C=N/NC(=O)Nc2cccc3nsnc23)cc(OC)c1OC	6%	-0.7%	1683	.	17%	-1.6	1	4%	.	14%
